GluA2 TARP mod: modulators of GluA2-stargazin AMPA receptor complexes, primary screen, cell-based, membrane potential dye; HEK293 GluA2+stargazin, membrane potential dye (FDSS), glutamate EC50; hits were called plate by plate, in both directions; calls only at 30 µM; Voltage-dependent calcium channel gamma-2 subunit (Mus musculus) + Glutamate receptor 2 …; 3.5% of 40,000 active;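 active means any of four per-well response measures lying three or more SD from its plate-wide compound average, in either direction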
Target sequence (O88602 whole entry, looked up): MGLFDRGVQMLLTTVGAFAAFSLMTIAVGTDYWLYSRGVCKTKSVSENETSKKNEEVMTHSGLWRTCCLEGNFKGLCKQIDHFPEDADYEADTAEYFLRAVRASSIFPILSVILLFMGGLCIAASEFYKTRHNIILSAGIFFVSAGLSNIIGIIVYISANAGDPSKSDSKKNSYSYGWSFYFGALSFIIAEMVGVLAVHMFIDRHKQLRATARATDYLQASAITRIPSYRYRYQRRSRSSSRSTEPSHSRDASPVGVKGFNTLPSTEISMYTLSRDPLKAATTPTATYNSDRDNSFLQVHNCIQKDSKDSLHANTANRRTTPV
Target sequence (P19491 whole entry, looked up): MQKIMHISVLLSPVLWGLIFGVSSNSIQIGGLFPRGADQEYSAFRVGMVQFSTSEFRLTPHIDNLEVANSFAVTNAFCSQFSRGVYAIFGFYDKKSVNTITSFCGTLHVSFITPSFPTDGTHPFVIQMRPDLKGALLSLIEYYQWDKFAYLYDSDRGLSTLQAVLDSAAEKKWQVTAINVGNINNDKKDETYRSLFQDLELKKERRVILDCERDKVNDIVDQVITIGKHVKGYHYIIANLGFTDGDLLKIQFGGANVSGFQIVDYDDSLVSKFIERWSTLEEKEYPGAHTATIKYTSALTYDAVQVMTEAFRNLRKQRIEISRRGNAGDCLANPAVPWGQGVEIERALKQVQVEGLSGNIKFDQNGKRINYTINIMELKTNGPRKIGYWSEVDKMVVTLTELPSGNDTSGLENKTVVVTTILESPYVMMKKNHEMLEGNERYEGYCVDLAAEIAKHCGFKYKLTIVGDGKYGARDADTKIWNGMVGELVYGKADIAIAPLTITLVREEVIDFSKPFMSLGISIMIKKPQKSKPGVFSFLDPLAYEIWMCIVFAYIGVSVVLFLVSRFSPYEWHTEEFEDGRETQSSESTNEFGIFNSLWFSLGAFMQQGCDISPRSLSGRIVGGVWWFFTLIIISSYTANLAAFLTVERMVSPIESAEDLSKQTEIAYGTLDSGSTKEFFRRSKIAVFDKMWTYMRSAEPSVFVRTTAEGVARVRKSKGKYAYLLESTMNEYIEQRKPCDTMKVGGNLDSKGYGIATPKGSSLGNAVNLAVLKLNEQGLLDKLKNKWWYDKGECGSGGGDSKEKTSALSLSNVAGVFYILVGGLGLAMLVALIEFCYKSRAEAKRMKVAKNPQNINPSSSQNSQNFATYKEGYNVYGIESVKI
GluA2 TARP mod agonism max-min: recorded beside GluA2 TARP mod, whose call it bears; compound max-min signal; compound-alone response (agonism);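 unitless range of fluorescence divided by baseline over first 100 seconds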
GluA2 TARP mod glutamate slope: also measured in GluA2 TARP mod; calls as there; glutamate slope, % of max; measured here: glutamate response slope, % max;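 scaled per plate between vehicle wells and maximal 1 mM glutamate control wells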
* = called active by the depositor; i = inactive; + = active, no number; & = joins results of further samples.

Start of the listing, in advance (three entries):
SMILES	GluA2 TARP mod	GluA2 TARP mod agonism max-min	GluA2 TARP mod glutamate slope
O=C(CN1C(=O)c2ccccc2S1(=O)=O)Nc1ncccn1	i	0.11	62
Nc1c(C(=O)NCc2ccccc2)nnn1-c1cccc(Cl)c1	i	0.12	58
COc1ccc(-c2nnc(NC(=O)c3cccc(C(F)(F)F)c3)o2)cc1OC	i	0.052	51

The list itself (from the top)
SMILES	GluA2 TARP mod	GluA2 TARP mod agonism max-min	GluA2 TARP mod glutamate slope
O=C(CN1C(=O)c2ccccc2S1(=O)=O)Nc1ncccn1	i	0.11	62
Nc1c(C(=O)NCc2ccccc2)nnn1-c1cccc(Cl)c1	i	0.12	58
COc1ccc(-c2nnc(NC(=O)c3cccc(C(F)(F)F)c3)o2)cc1OC	i	0.052	51
CC(C)(C)c1ccc(C(=O)Nc2nnc(-c3cccs3)o2)cc1	i	0.069	44
O=C(/C=C/c1cccs1)N1CCN(c2ccc(-c3ccco3)nn2)CC1	i	0.032	29
CC1CCN(CC(O)COC2CCCC2)CC1 (centres undefined)	i	0.073	37
Cn1nc(NC(=O)Cc2ccc(F)cc2)c2c1NC(=O)CC2c1ccco1 (centres undefined)	i	0.13	68
O=C(COc1ccccc1)Nc1nnc(-c2ccc(Br)s2)o1	i	0.11	48
CS(=O)(=O)c1ccc(CC(=O)Nc2nc(-c3cc(Cl)ccc3Cl)cs2)cc1	i	0.14	53
Cc1cc(C)n(CCN2CCN(S(=O)(=O)c3cc(F)cc(F)c3)CC2)n1	i	0.13	80
COc1ccc(S(=O)(=O)NCC(c2cccnc2)N2CCN(Cc3ccccc3)CC2)cc1C (centres undefined)	i	0.056	51
Cc1ccoc1C(=O)NC1CC(C)(C)NC(C)(C)C1	i	0.11	60
COc1ccc(S(=O)(=O)N2CCCc3cc(NS(=O)(=O)Cc4ccc(F)cc4)ccc32)cc1	i	0.12	60
O=C(CSCC(O)CON=C1c2ccccc2-c2ccccc21)Nc1ccccc1 (centres undefined)	i	0.11	54
Cc1ccc(S(=O)(=O)N(C)c2ccc(C(=O)Nc3ccncc3)cc2)cc1	i	0.1	64
COc1ccc(C(=O)Nc2ccc3c(c2)N(C(=O)C2CCCO2)CC3)c(OC)c1OC (centres undefined)	i	0.13	63
COCCCn1c(C(=O)N(C)c2ccccc2)cc2c(=O)n(C)c(=O)n(C)c21	i	0.091	42
CN1CCCc2cc(C(CNS(=O)(=O)c3ccccc3Cl)N3CCOCC3)ccc21 (centres undefined)	i	0.047	40
COc1ccc(CCNC(=O)Cn2c(=O)n(-c3cccc(C)c3)c(=O)c3ccccc32)cc1OC	i	0.061	59
CCCC(=O)Nc1ccc(C(=O)NCCNC(=O)C(CC)c2ccccc2)cc1 (centres undefined)	i	0.057	53

In another format: entries from further up.
| Compound | GluA2 TARP mod | GluA2 TARP mod agonism max-min | GluA2 TARP mod glutamate slope |
| --- | --- | --- | --- |
| Cn1nc(NC(=O)Cc2ccc(F)cc2)c2c1NC(=O)CC2c1ccco1 (centres undefined) | i | 0.13 | 68 |
| O=C(COc1ccccc1)Nc1nnc(-c2ccc(Br)s2)o1 | i | 0.11 | 48 |
| CS(=O)(=O)c1ccc(CC(=O)Nc2nc(-c3cc(Cl)ccc3Cl)cs2)cc1 | i | 0.14 | 53 |
| Cc1cc(C)n(CCN2CCN(S(=O)(=O)c3cc(F)cc(F)c3)CC2)n1 | i | 0.13 | 80 |
| COc1ccc(S(=O)(=O)NCC(c2cccnc2)N2CCN(Cc3ccccc3)CC2)cc1C (centres undefined) | i | 0.056 | 51 |

Continued.
SMILES	GluA2 TARP mod	GluA2 TARP mod agonism max-min	GluA2 TARP mod glutamate slope
NC(=O)Cc1ccc(NC(=O)c2ccco2)cc1	i	0.064	37
COc1ccc(Nc2nnc(Cc3ccc(C)cc3)c(=O)[nH]2)c(OC)c1	i	0.072	55
CCOC(=O)N1CCc2nc(NC(=O)COc3ccc(F)cc3)sc2C1	i	0.1	70
COc1cc(NC(=O)c2ccc(Br)o2)ccc1N1CCCC1=O	i	0.096	44
CSc1nn(CC(=O)Nc2ccc3c(c2)OCO3)c(N)c1S(C)(=O)=O	i	0.077	44
COCCN1CCC(CNC(=O)C(=O)Nc2ccc3c(c2)OCO3)CC1	i	0.088	59
CCOc1cc(/C=C2\SC(=S)N(c3cccc(Cl)c3)C2=O)ccc1O	i	0.078	67
CNC(=O)C1Cc2ccccc2N1C(=O)Nc1ccc(C)cc1 (centres undefined)	i	0.052	54
Cc1ccc(CN2C(=O)NC3(CCN(S(=O)(=O)c4ccccc4F)CC3)C2=O)cc1	i	0.1	39
CCOc1cc(C(=O)Nc2cccc(N3CCCC3=O)c2)cc(OCC)c1OCC	i	0.11	43
Cc1cccc(C)c1N1CCN(S(=O)(=O)N2CCCC2)CC1	i	0.078	76
CC(O)(CNC(=O)C1(c2cccs2)CCCC1)c1ccc2c(c1)OCO2 (centres undefined)	i	0.084	33
COc1ccc2c(=O)c(Oc3ccc(C(=O)Nc4cccnc4)cc3)coc2c1	i	0.1	53
CCOc1ccc2oc(C)c(C(=O)OCCOC)c2c1	i	0.039	68
CC1=NN(c2ccccc2)C(=O)C1C(=O)c1ccc(C)c(C)c1 (centres undefined)	+	0.098*	76*
CCOc1ccc(C)cc1S(=O)(=O)Nc1ccc2c(c1)CCCN2S(=O)(=O)CC	i	0.084	70
COc1cn(CC(=O)NCc2ccc(F)cc2)c(CSc2nncn2C)cc1=O	i	0.045	53
COc1ccc(-c2csc(CN3CCN(C(=O)c4snnc4C)CC3)n2)cc1	i	0.14	66
CC(=O)N1CCc2c(sc(NC(=O)c3cccs3)c2-c2nc3ccccc3s2)C1	i	0.11	64
O=C(Nc1ccc(CC(=O)N2CCCC2)cc1)c1cccc(C(F)(F)F)c1	i	0.049	25
O=C(Nc1ccc(F)c([N+](=O)[O-])c1)c1ccc(=O)n(Cc2c(F)cccc2Cl)c1	i	0.16	50
COC(=O)C(C)Sc1nc2c(c(=O)[nH]c(=O)n2C)n1CCc1ccc(OC)cc1 (centres undefined)	i	0.1	57
COc1ccccc1N1CCN(CC(O)COC(C)C)CC1 (centres undefined)	i	0.035	51
COc1cccc(CCNC(=O)Cc2cc(-c3cc4ccccc4o3)on2)c1	i	0.055	40
O=C(CC1Sc2ccccc2NC1=O)Nc1ccc(Cl)c(Cl)c1 (centres undefined)	i	0.17	52
O=C(Nc1nc2c(s1)COc1ccccc1-2)C1CCCCC1	i	0.04	57
O=C1/C(=C/c2ccc(Cl)c(Cl)c2)Oc2cc(O)ccc21	i	0.083	70
Cn1c(=O)[nH]c(=O)c2c1nc(N1CCCCCC1)n2CC(O)c1ccccc1 (centres undefined)	i	0.084	71
CCOC(=O)c1c(SCC(=O)Nc2ccc(C(F)(F)F)cc2)nc(=O)[nH]c1C	i	0.04	38
Cc1cc(C(=O)NCCn2nc(-c3cccs3)n(C)c2=O)no1	i	0.13	83
COc1cccc(C(CNC(=O)c2ccccc2Br)N2CCOCC2)c1 (centres undefined)	i	0.027	56
COc1cn(CC(=O)Nc2ccc3c(c2)OCCO3)c(CSc2nc(C)cs2)cc1=O	i	0.04	61
COc1ccc(C(=O)Nn2cnc3c(cnn3C(C)(C)C)c2=O)cc1OC	i	0.025	29
CNC(=O)Cc1csc(NC(=O)Cc2csc(Nc3cccc(Cl)c3)n2)n1	i	0.18	60
Cc1nc2ccccn2c(=O)c1NC(=O)Nc1cc(Cl)ccc1Cl	i	0.1	58
CC(CCc1ccccc1)NC(=O)c1cc2c(=O)n(C)c(=O)n(C)c2s1 (centres undefined)	i	0.081	52
CS(=O)(=O)N1CCCC(C(=O)Nc2nc(-c3cc(Cl)sc3Cl)cs2)C1 (centres undefined)	i	0.095	43
COc1ccc2c(c1)O/C(=C\c1cc(OC)c(OC)c(OC)c1)C2=O	i	0.097	63
CC(C)(Oc1ccc(Cl)cc1)C(=O)Nn1cnc2c(cnn2C(C)(C)C)c1=O	i	0.039	20
COc1ccc(OC)c(-c2csc(NC(=O)Cc3ccc(SC)cc3)n2)c1	i	0.1	58

Laid out differently: entries from further up.
Structure: O=C1/C(=C/c2ccc(Cl)c(Cl)c2)Oc2cc(O)ccc21
  GluA2 TARP mod: i
  GluA2 TARP mod agonism max-min: 0.083
  GluA2 TARP mod glutamate slope: 70
Structure: COc1cccc(CCNC(=O)Cc2cc(-c3cc4ccccc4o3)on2)c1
  GluA2 TARP mod: i
  GluA2 TARP mod agonism max-min: 0.055
  GluA2 TARP mod glutamate slope: 40

The listing continues:
SMILES	GluA2 TARP mod	GluA2 TARP mod agonism max-min	GluA2 TARP mod glutamate slope
Cc1cc(C)nc(NC(C(=O)O)C(C)C)n1 (centres undefined)	i	0.1	59
Cc1ccc(C(=O)Nc2nnc(-c3cccs3)o2)cc1	i	0.097	54
COc1ccc(S(=O)(=O)CCC(=O)Nc2nnc(-c3ccc(Br)s3)o2)cc1	i	0.1	39
CSc1cccc(NC(=O)Cc2csc(NC(=O)c3ccc[nH]c3=O)n2)c1	i	0.067	30
COCCCN1C(=O)CC(Sc2ccccc2C(=O)O)C1=O (centres undefined)	i	0.053	42
CCOc1ccc(N2C(=S)NC3CC2(C)Oc2ccc(F)cc23)cc1 (centres undefined)	i	0.11	50
CC(NC(=O)Cn1cnc(-c2cccs2)cc1=O)c1ccccc1 (centres undefined)	i	0.11	56
Cc1cc(C)c(NS(=O)(=O)c2ccc(N3C(=O)C(C)CS3(=O)=O)cc2)c(Cl)c1 (centres undefined)	i	0.077	65
O=C(Cn1nc(C(=O)N2CCOCC2)cc1C1CC1)NCc1ccccc1Cl	i	0.089	61
Cc1cc(C)cc(-n2ccn(CC(=O)Nc3ccccc3)c(=O)c2=O)c1	i	0.099	48
COc1ccc(S(=O)(=O)Nc2ccc3c(c2)CCCN3S(=O)(=O)c2ccc(F)cc2)cc1	i	0.099	58
CCCCNC(=O)c1nnn(-c2cccc(Cl)c2C)c1C	i	0.095	57
CCOC(=O)Cn1c(=O)c2c(nc3n(-c4ccccc4C)c(-c4ccccc4)cn23)n(C)c1=O	i	0.049	55
CC1CCN(C(=S)NC(=O)c2ccc(F)cc2)CC1	i	0.06	56
COc1ccc2nc(N(CCN3CCOCC3)C(=O)c3ccco3)sc2c1	i	0.029	55
COc1ccc(OC)c(-c2ccc(=O)n(CC(=O)N3CCCCC3)n2)c1	i	0.062	92
CC1CCN(S(=O)(=O)c2ccc3nn(Cc4ccc(Cl)cc4)c(=O)n3c2)CC1	i	0.091	50
CC(C)(C)n1ncc2c(=O)n(NC(=O)CC(c3ccccc3)c3ccccc3)cnc21	i	0.038	44
CCCCn1cnc2c(-c3ccccc3)cn(CC(=O)Nc3ccc4c(c3)OCO4)c2c1=O	i	0.1&0.043	46&115
COc1ccccc1CNC(=O)C(=O)NCC(c1cccc2ccccc12)N1CCOCC1 (centres undefined)	i	0.11	65
O=C(NC1CCCCC1N1C(=O)CSC1=O)c1ccc2nsnc2c1 (centres undefined)	i	0.12	67
Cc1ccc(C(=O)Nc2ccc(S(C)(=O)=O)cc2)cc1S(=O)(=O)N1CCCCC1	i	0.079	60
O=C(Cc1csc(-n2cccc2)n1)Nc1nc2ccccc2s1	i	0.12	48
COc1ccccc1NC(=O)/C=C1\SC(=O)NC1=O	i	0.05	49
COc1ccc(NC(=O)CSc2ncnc3nc(-c4ccc(C)cc4)ncc23)cc1	i	0.082	63
CC(C)CC(=O)Nn1cnc2c(cnn2-c2cccc(Cl)c2)c1=O	i	0.1	69
O=C(CCn1ccc(=O)[nH]c1=O)Nc1cccc(-c2csc(-c3ccccc3)n2)c1	i	0.16	65
CS(=O)(=O)N1CCC(C(=O)NCCOc2ccc3nnc(-c4ccccc4)n3n2)CC1	i	0.12	50
Cc1noc(C2CN(C(=O)c3cnn(-c4ccccc4)c3C)C2)n1	i	0.16	77
COc1cccc(NC(=O)Cn2cc(-c3nnc(C)o3)c3ccccc32)c1	i	0.09	53
Cc1ccc([N+](=O)[O-])cc1NC(=O)C(=O)NCc1ccco1	i	0.13	72
COc1ccc(S(=O)(=O)NCCn2nc(-c3ccc(Cl)cc3)ccc2=O)cc1	i	0.066	44
CS(=O)(=O)Nc1ccc(CC(=O)NC2CC2)cc1	i	0.061	30
Cc1ccc(-c2cc(C(=O)Nc3ccc(S(N)(=O)=O)cc3)c3ccccc3n2)s1	i	0.082	5
Cc1cc(C)c2sc(NC(=O)C3CCCCC3)nc2n1	i	0.11	53
CCN1C(=O)Cc2cc(NC(=O)Nc3cc(OC)c(OC)c(OC)c3)ccc21	i	0.084	53
O=C(COc1ccc(Cl)cc1Cl)Nc1ccc2c(c1)N(C(=O)C1CC1)CC2	i	0.091	63
O=C(c1ccccc1Cl)N1CCN(S(=O)(=O)N2CCCCC2)CC1	i	0.072	53
O=C(NCc1ccsc1)c1cccc(C(F)(F)F)c1	+	0.13*	44*
CC(=O)c1cc(OC(=O)N2CCOCC2)ccc1OC(=O)N1CCOCC1	i	0.11	57
CC(=O)Nc1cccc(NC(=O)c2cc3cccnc3n(C)c2=O)c1	i	0.081	63
O=C(CSC1CCCCC1)N1CCN(c2ccccc2)CC1	i	0.1	41
O=C(NCC(c1ccco1)N1CCOCC1)Nc1cccs1 (centres undefined)	i	0.15	43
COc1ccc2cc(CNc3ccc(C)cc3)c(=O)n(CC(=O)Nc3cc(C)ccc3C)c2c1	i	0.096	53
CC(C)S(=O)(=O)Nc1ccc(CC(=O)NC2CC2)cc1	i	0.051	23
COCCOC(=O)C1=C(C)N(C)C(=O)NC1c1ccc2c(c1)OCO2 (centres undefined)	i	0.099	60
COc1ccc(-c2cc(CC(=O)Nc3nnc(C)s3)no2)cc1OC	i	0.064	49

Source: PubChem (Vanderbilt High Throughput Screening Facility)

The list is partial; the hit share may differ from the screen's.
